Screening results deposited in PubChem BioAssay by Broad Institute.
EZH2 inh = inhibitors of human EZH2/PRC2 methyltransferase | hit rate 0.35% among 57,000 | AID 651548 | Q15910 | inhibition, % at 12.5 µM | PRC2 H3K27 methylation, DELFIA TRF, 1 h;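 active = mean inhibition of replicates at least 50% and every single replicate also reaching 50%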;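 also: dimethyl H3K27 on biotinylated H3 21-44 peptide detected by antibody; plate controls were median neutral control wells for no effect and median positive control wells for full effect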
IDH1 mut inh = inhibitors of human IDH1 R132H | O75874 | IDH1 R132H reductase, diaphorase/resazurin fluorescence, 60 min | inhibition, % at 10 µM | hit rate 0.18% among 70,000 | AID 624101; in the data active = inhibition above about 34%;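 also: 0% = DMSO and 100% = no enzyme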
Target sequence (O75874 whole entry R132H): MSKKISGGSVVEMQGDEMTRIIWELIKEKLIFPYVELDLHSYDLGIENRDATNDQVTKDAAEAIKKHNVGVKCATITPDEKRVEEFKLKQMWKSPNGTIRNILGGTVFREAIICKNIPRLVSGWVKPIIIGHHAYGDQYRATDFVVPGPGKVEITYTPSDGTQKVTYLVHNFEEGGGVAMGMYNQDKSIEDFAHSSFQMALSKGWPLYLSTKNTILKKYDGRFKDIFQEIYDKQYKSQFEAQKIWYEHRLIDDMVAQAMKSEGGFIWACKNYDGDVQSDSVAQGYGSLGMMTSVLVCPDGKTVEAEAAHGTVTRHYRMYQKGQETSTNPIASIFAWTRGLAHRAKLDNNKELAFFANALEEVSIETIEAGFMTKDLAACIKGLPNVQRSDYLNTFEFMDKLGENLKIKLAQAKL
Numbers without * were called inactive. A portion of the library; count on the stated rates, not on these rows.

Preview, 2 compounds:
Screening CO[C@@H]1CN(C)C(=O)c2ccc(NC(=O)NC(C)C)cc2OC[C@@H](C)N(Cc2ccccc2)C[C@@H]1C returned EZH2 inh -7.0 and IDH1 mut inh -0.3.
`COc1ccc(S(=O)(=O)N(C)C[C@@H]2Oc3ncc(-c4ccncc4)cc3C(=O)N([C@H](C)CO)C[C@H]2C)cc1` gave EZH2 inh -4.5.

The listing, from the first entry:
Screening CO[C@@H]1CN(C)C(=O)c2ccc(NC(=O)NC(C)C)cc2OC[C@@H](C)N(Cc2ccccc2)C[C@@H]1C returned EZH2 inh -7.0 and IDH1 mut inh -0.3.
`COc1ccc(S(=O)(=O)N(C)C[C@@H]2Oc3ncc(-c4ccncc4)cc3C(=O)N([C@H](C)CO)C[C@H]2C)cc1` gave EZH2 inh -4.5.
COc1ccccc1S(=O)(=O)N(C)C[C@@H]1OCc2cn(nn2)CCCC(=O)N([C@H](C)CO)C[C@@H]1C was read as EZH2 inh 1.9 and IDH1 mut inh 0.6.
`Cc1noc(C)c1NC(=O)Nc1ccc2c(c1)CC(=O)N([C@@H](C)CO)C[C@@H](C)[C@@H](CN(C)CC1CCCCC1)O2` gave IDH1 mut inh 2.3.
For O=S(=O)(c1ccc2ccccc2c1)N1CCN(Cc2cccc(OCCO)c2)CC1 the results were EZH2 inh -4.2.
Screening C[C@H](CO)N1C[C@H](C)[C@H](CN(C)C(=O)C2CC2)Oc2cc(-c3ccccc3F)ccc2S1(=O)=O returned EZH2 inh 9.4 and IDH1 mut inh -0.5.
Screening Cc1ccc(S(=O)(=O)Nc2ccc3c(c2)C(=O)N([C@H](C)CO)C[C@H](C)[C@H](CN(C)C(=O)NC2CCCCC2)O3)cc1 returned EZH2 inh -8.2 and IDH1 mut inh 2.3.
For C[C@H]1CN([C@@H](C)CO)C(=O)c2cc(NC(=O)Cc3ccccc3)ccc2O[C@@H]1CN(C)C(=O)Nc1cccc2ccccc12 the results were EZH2 inh -3.2.
`COCCNC(=O)C[C@@H]1CC[C@@H](NS(=O)(=O)c2ccc(C)cc2)[C@@H](CO)O1` gave EZH2 inh 5.0 and IDH1 mut inh 0.1.
`C[C@H]1CN([C@@H](C)CO)C(=O)c2cc(NS(=O)(=O)c3ccc(Cl)cc3)ccc2O[C@H]1CN(C)S(=O)(=O)c1cccs1` gave IDH1 mut inh -2.3.
Screening O=S(=O)(Nc1ncccn1)c1ccc(NC(=S)Nc2ccc(Oc3ccccc3)cc2)cc1 returned EZH2 inh 8.6 and IDH1 mut inh 0.3.
For C[C@@H]1CCCCO[C@H](CN(C)Cc2ccc(C(F)(F)F)cc2)[C@@H](C)CN([C@@H](C)CO)C(=O)c2cc(NC(=O)c3ccccc3)ccc2O1 the results were IDH1 mut inh 1.6.
For CC(=O)N(C)C[C@H]1Oc2cc(C#Cc3ccncc3)ccc2S(=O)(=O)N([C@@H](C)CO)C[C@@H]1C the results were EZH2 inh -18.9.
COc1ccc(CN(C)C[C@@H]2Oc3c(NS(=O)(=O)c4ccc(C)cc4)cccc3C(=O)N([C@@H](C)CO)C[C@H]2C)cc1 was read as EZH2 inh -5.0.
`O=C(Oc1ccccc1)c1cccc(COC(=O)c2cc(=O)[nH]c3ccccc23)c1` gave EZH2 inh 7.9 and IDH1 mut inh 0.5.
`Cc1cc(C)c(S(=O)(=O)NCC(=O)Nc2ccc(F)c(Cl)c2)c(C)c1` gave EZH2 inh 2.7 and IDH1 mut inh -0.9.
C[C@@H]1CN([C@@H](C)CO)C(=O)c2cc(NC(=O)Cn3cnnn3)ccc2O[C@H]1CN(C)Cc1ccccc1 was read as EZH2 inh 7.5 and IDH1 mut inh 1.0.
`O=C(C[C@@H]1C=C[C@H](NC(=O)CN2CCOCC2)[C@H](CO)O1)NC1CCC1` gave EZH2 inh -0.2 and IDH1 mut inh 0.1.
For CNC[C@H]1OCCCC[C@@H](C)Oc2ccc(NS(=O)(=O)c3ccc(C)cc3)cc2C(=O)N([C@@H](C)CO)C[C@@H]1C the results were EZH2 inh 10.8.
C[C@@H]1CN([C@H](C)CO)C(=O)Cc2cc(N(C)C)ccc2O[C@H]1CN(C)Cc1ccccc1 was read as EZH2 inh 1.4 and IDH1 mut inh 0.2.
Screening COc1ccc(C(=O)Nc2ccccc2)cc1S(=O)(=O)Nc1cc(C)on1 returned IDH1 mut inh -0.3.
`O=C1c2ccccc2C(Cc2ccnc(F)c2)(Cc2ccnc(F)c2)c2ccccc21` gave EZH2 inh -1.2 and IDH1 mut inh 0.0.
C[C@H](CO)N1C[C@H](C)[C@@H](CN(C)C(=O)c2ccc(F)cc2)Oc2cc(C3=CCCCC3)ccc2S1(=O)=O was read as EZH2 inh -3.0 and IDH1 mut inh -0.3.
`CN(C)c1ccc2c(c1)[C@@H]1C[C@H](CC(=O)NCc3ccc(Cl)cc3)O[C@H](CO)[C@@H]1O2` gave EZH2 inh -22.4 and IDH1 mut inh -3.0.
For CCOC(=O)c1c(NC(=O)CSc2nc3ccccc3c(=O)[nH]2)sc2c1CCCC2 the results were EZH2 inh 75.6* and IDH1 mut inh -0.3.
Screening O=C(CCCN1C(=O)c2ccccc2C1=O)Nc1cccc(Cl)c1Cl returned EZH2 inh 5.3 and IDH1 mut inh 0.3.
COc1ccc(NC(=O)N(C)C[C@H]2Oc3ccc(NS(=O)(=O)c4ccc(F)cc4)cc3CC(=O)N([C@H](C)CO)C[C@@H]2C)cc1 was read as IDH1 mut inh -1.5.
`COCC(=O)N(C)C[C@@H]1Oc2ncc(C3=CCCC3)cc2C(=O)N([C@@H](C)CO)C[C@@H]1C` gave EZH2 inh 4.6 and IDH1 mut inh -3.9.
C[C@H]1CN([C@@H](C)CO)S(=O)(=O)c2ccc(C#Cc3cccnc3)cc2O[C@@H]1CN(C)CC1CCOCC1 was read as IDH1 mut inh 0.2.
`N#Cc1ccc(-c2ccc(OC(=O)CS(=O)c3ccc(C(F)(F)F)cc3[N+](=O)[O-])cc2)cc1` (stereo not given) gave EZH2 inh -8.5 and IDH1 mut inh 0.2.
For COCC(=O)Nc1ccc2c(c1)C(=O)N(C)C[C@@H](OC)[C@H](C)CN(C(=O)Nc1ccccc1F)[C@H](C)CO2 the results were EZH2 inh 4.9 and IDH1 mut inh -0.1.
Screening COc1ccccc1N1CCN(CCNC(=O)Nc2cccc(C)c2C)CC1 returned EZH2 inh -3.6 and IDH1 mut inh -0.2.
`Cn1c(SCC(=O)Nc2sc3c(c2C#N)CCCC3)nnc1-c1ccc(Cl)cc1Cl` gave EZH2 inh 16.8 and IDH1 mut inh 0.0.
Screening CC(C)CC#Cc1ccc2c(c1)O[C@H](CN(C)C(=O)Cc1ccccc1)[C@@H](C)CN([C@@H](C)CO)S2(=O)=O returned EZH2 inh 15.7 and IDH1 mut inh 0.1.
C[C@H](CO)N1C[C@H](C)[C@@H](CN(C)Cc2cncnc2)Oc2ncc(-c3ccc(C#N)cc3)cc2C1=O was read as EZH2 inh -8.2 and IDH1 mut inh 1.9.
For CC(C)NC(=O)Nc1ccc2c(c1)C(=O)N([C@H](C)CO)C[C@@H](C)[C@@H](CN(C)Cc1ccc(C(=O)Nc3ccccc3N)cc1)O2 the results were EZH2 inh -7.1 and IDH1 mut inh 4.4.
COc1cc([C@H]2c3cc(O)c(OC)cc3C[C@@](O)(CO)[C@@H]2CO)ccc1O was read as IDH1 mut inh -0.1.
`CCCNC(=O)N(C)C[C@H]1Oc2cc(C#Cc3cccc(F)c3)ccc2S(=O)(=O)N([C@H](C)CO)C[C@@H]1C` gave EZH2 inh -18.0 and IDH1 mut inh 0.4.
For C[C@@H]1CN([C@H](C)CO)C(=O)c2cc(NC(=O)CCCN(C)C)ccc2O[C@H]1CN(C)Cc1ccc(Oc2ccccc2)cc1 the results were EZH2 inh -23.7.
`O=C(C[C@@H]1C[C@@H]2c3cc(NC(=O)C4CCC4)ccc3O[C@@H]2[C@@H](CO)O1)NCc1cccnc1` gave EZH2 inh -17.1 and IDH1 mut inh -0.1.
C[C@@H]1CCCCO[C@@H](CN(C)S(C)(=O)=O)[C@H](C)CN([C@@H](C)CO)C(=O)c2cc(NC(=O)Nc3ccccc3)ccc2O1 was read as IDH1 mut inh 3.2.
Screening C[C@H]1CN([C@@H](C)CO)C(=O)c2cc(NC(=O)C3CC3)ccc2O[C@@H]1CN(C)C(=O)Nc1ccc(F)cc1 returned EZH2 inh -12.0 and IDH1 mut inh 2.0.
For C[C@@H]1CN([C@@H](C)CO)C(=O)Cc2cc(NC(=O)CCCCCC(=O)Nc3ccccc3N)ccc2O[C@@H]1CN(C)CC1CCCCC1 the results were IDH1 mut inh -0.1.
COCC(=O)N(C)C[C@H]1Oc2cc(-c3ccncc3)ccc2S(=O)(=O)N([C@@H](C)CO)C[C@@H]1C was read as EZH2 inh -7.5 and IDH1 mut inh 0.5.
For CCCNC(=O)C1(C)CCCN(Cc2ccc(Oc3ccccc3)cc2)C1 (stereo not given) the results were EZH2 inh 32.4.
C[C@H]1CN([C@@H](C)CO)C(=O)c2cc(NS(=O)(=O)c3cn(C)cn3)ccc2O[C@H]1CN(C)Cc1ccc(C(=O)O)cc1 was read as IDH1 mut inh 2.9.
For CN(C)CCCNC(=O)C[C@@H]1CC[C@H](NC(=O)Cc2cccnc2)[C@H](CO)O1 the results were EZH2 inh 1.9 and IDH1 mut inh -0.2.
For CC(C)NC(=O)N[C@@H]1C=C[C@H](CC(=O)NC2Cc3ccccc3C2)O[C@H]1CO the results were EZH2 inh 15.3 and IDH1 mut inh 0.2.
`CS(=O)(=O)Nc1ccc2c(c1)[C@@H]1C[C@@H](CC(=O)NCc3cc(F)ccc3F)O[C@H](CO)[C@@H]1O2` gave EZH2 inh 4.1 and IDH1 mut inh -0.1.
`C[C@H](CO)N1C[C@H](C)[C@H](CN(C)C(=O)C2CCCCC2)Oc2cc(-c3cccnc3)ccc2S1(=O)=O` gave EZH2 inh -6.2 and IDH1 mut inh 6.8.
`Cc1ccc(-c2cnc3c(c2)C(=O)N([C@H](C)CO)C[C@H](C)[C@H](CN(C)Cc2ccccc2F)O3)cc1` gave EZH2 inh -0.6 and IDH1 mut inh 0.8.
`COc1ccc(S(=O)(=O)N(C)CC(=O)Nc2cccc(C(C)=O)c2)cc1Cl` gave EZH2 inh 3.5 and IDH1 mut inh -0.1.
`O=C(C[C@H]1C[C@@H]2c3cc(NC(=O)NC4CCCCC4)ccc3O[C@@H]2[C@H](CO)O1)NCc1ccccc1` gave EZH2 inh -19.6 and IDH1 mut inh -0.3.
Screening C[C@@H]1CN([C@H](C)CO)C(=O)c2cc(NC(=O)Cc3cn(C)c4ccccc34)ccc2O[C@@H]1CN(C)Cc1ccc(Oc2ccccc2)cc1 returned IDH1 mut inh -4.1.
Screening COc1ccccc1-c1cnc2c(c1)C(=O)N([C@@H](C)CO)C[C@H](C)[C@H](CN(C)C(C)=O)O2 returned EZH2 inh 0.2 and IDH1 mut inh 0.1.
Screening CC(C)NC(=O)Nc1ccc2c(c1)CC(=O)N([C@@H](C)CO)C[C@H](C)[C@H](CN(C)CC1CCCCC1)O2 returned EZH2 inh 4.0 and IDH1 mut inh 0.1.
For CNC[C@H]1OCCCC[C@H](C)Oc2ccc(NC(=O)CCC(F)(F)F)cc2C(=O)N([C@@H](C)CO)C[C@H]1C the results were EZH2 inh -5.3.
For COc1ccc(N(C(=O)C2CCCCC2)S(=O)(=O)c2cccc3cccnc23)cc1 the results were EZH2 inh 7.9 and IDH1 mut inh -0.6.
`Cc1cc(=O)[nH]c(SCCOc2ccccc2C#N)n1` gave EZH2 inh 4.9 and IDH1 mut inh 0.3.
`O=C(C1=C[C@H](C2CCCCC2)C[C@H](OCCCCO)O1)N1CCN(Cc2ccccc2)CC1` gave EZH2 inh 3.6.

Sorted by molar mass (falling): some entries from above
C[C@H]1CN([C@@H](C)CO)C(=O)c2cc(NS(=O)(=O)c3cn(C)cn3)ccc2O[C@H]1CN(C)Cc1ccc(C(=O)O)cc1 was read as IDH1 mut inh 2.9.
`O=C(C[C@H]1C[C@@H]2c3cc(NC(=O)NC4CCCCC4)ccc3O[C@@H]2[C@H](CO)O1)NCc1ccccc1` gave EZH2 inh -19.6 and IDH1 mut inh -0.3.
`Cc1ccc(-c2cnc3c(c2)C(=O)N([C@H](C)CO)C[C@H](C)[C@H](CN(C)Cc2ccccc2F)O3)cc1` gave EZH2 inh -0.6 and IDH1 mut inh 0.8.
`CS(=O)(=O)Nc1ccc2c(c1)[C@@H]1C[C@@H](CC(=O)NCc3cc(F)ccc3F)O[C@H](CO)[C@@H]1O2` gave EZH2 inh 4.1 and IDH1 mut inh -0.1.
For CN(C)CCCNC(=O)C[C@@H]1CC[C@H](NC(=O)Cc2cccnc2)[C@H](CO)O1 the results were EZH2 inh 1.9 and IDH1 mut inh -0.2.
For CCCNC(=O)C1(C)CCCN(Cc2ccc(Oc3ccccc3)cc2)C1 (stereo not given) the results were EZH2 inh 32.4.

New compounds follow
`C[C@H]1CN([C@@H](C)CO)C(=O)Cc2cc(NS(C)(=O)=O)ccc2O[C@@H]1CN(C)Cc1ccc(C(F)(F)F)cc1` gave EZH2 inh -9.9 and IDH1 mut inh 1.0.
For C[C@H]1CCCCO[C@H](CN(C)Cc2ccc(Cl)c(Cl)c2)[C@@H](C)CN([C@@H](C)CO)C(=O)c2cc(NC(=O)Nc3ccc(C(F)(F)F)cc3)ccc2O1 the results were IDH1 mut inh 0.3.
For C[C@H]1CCCCO[C@H](CN(C)C(=O)Nc2cccc3ccccc23)[C@@H](C)CN([C@@H](C)CO)C(=O)c2cc(NC(=O)CCCN(C)C)ccc2O1 the results were IDH1 mut inh -1.8.
CC(C)NC(=O)[C@@]1(C)c2ccccc2C(=O)N(Cc2ccc(OC(F)(F)F)cc2)[C@H]1c1ccc(CO)cc1 was read as EZH2 inh -11.1.
C[C@@H]1CN([C@H](C)CO)S(=O)(=O)c2ccc(-c3ccccc3F)cc2O[C@H]1CN(C)S(C)(=O)=O was read as EZH2 inh 13.0 and IDH1 mut inh -1.7.
Screening Cc1sc(NC(=O)COc2ccc3c(C)cc(=O)oc3c2)c(C#N)c1C returned EZH2 inh 0.4 and IDH1 mut inh 0.2.
